NCI-60 one-dose screen, 48 h, at 10 µM unless noted. Numbers give growth in % (100 = growth as untreated, 0 = no growth, -100 = all killed).
NCI-H460: NCI-H460 lung cancer | 6.8% of 82,000 active | AID 1794736
HT29: HT29 colon cancer. 7.4% of 81,000 active
NCI-H322M: NCI-H322M lung cancer. 2.7% of 80,000 active
HCT-15: HCT-15 colon cancer | 5.2% of 82,000 active | AID 1794746
NCI-H522: NCI-H522 lung cancer; 8% of 78,000 active; AID 1794739
NCI/ADR-RES: NCI/ADR-RES ovarian cells | 4.4% of 81,000 active | AID 1794790
HCT-116: HCT-116 colon cancer. AID 1794798. 7.3% of 82,000 active
COLO 205: COLO 205 colon cancer; 7.3% of 79,000 active
NCI-H226: NCI-H226 lung cancer; 3.5% of 79,000 active
Starred values were filed as active, the others as inactive; / = not tested or not shown. How the source made its calls: active means growth percent below 10; inactive means the rest.

SMILES	NCI-H460	HT29	NCI-H322M	HCT-15	NCI-H522	NCI/ADR-RES	HCT-116	COLO 205	NCI-H226
O=C(CCc1nnc2sc(=S)[nH]n12)c1nc2ccccc2[nH]1	104	106	94	102	98	108	104	/	102
ON(Cc1ccccc1)Cc1ccccc1	109	104	97	106	110	101	106	119	104
Nc1ccc(-n2c(=O)oc3ccc(Cl)cc3c2=O)c(Cl)c1	2.3*	3.9*	-2.5*	1.2*	-20*	-1.9*	-4.7*	-27*	/
CCn1c(Sc2nnc(NC(=O)CN3CCCC3)s2)nc2c1c(=O)n(C)c(=O)n2C	108	112	103	104	94	111	110	/	115
N#Cc1cnc2cc(OC[C@H](O)CO)c(NC(=O)CC3CSSC3)cc2c1Nc1ccc(OCc2cccc(F)c2)c(Cl)c1	-71*	-78*	-85*	27	-68*	88	-43*	-79*	-62*
Cc1ccc(Cc2cnc(NC(=O)C3=NCCCN3)s2)cc1	103	107	98	94	87	92	98	96	102
O=Cc1ccc2oc3ccccc3c2c1	118	110	117	103	116	112	101	108	105
O=c1cc(-c2ccc(OCc3ccccc3)cc2)oc2c(I)c(OCc3ccccc3)cc(OCc3ccccc3)c12	99	105	97	104	91	101	96	/	90
Cc1cc(C)n(C(=O)c2sc(=S)n(-c3ccccc3)c2NCc2cn(-c3ccc(Cl)cc3)nn2)n1	103	104	99	101	94	101	96	109	88
COC(=O)/C=C1/SC(N2N=C(c3cccs3)CC2c2ccc(OC)cc2)=NC1=O (stereo not drawn)	89	79	90	65	68	87	60	87	87
COc1ccc(/C=C2\Oc3ccc(O)c(-c4ccccc4)c3C2=O)cc1	91	95	66	57	79	80	80	/	/
COc1cc(C2CC(c3ccc(Oc4ccc(Br)cc4)cc3)=NN2c2nc(-c3ccc(Cl)cc3)c(C#N)c(N3CCOCC3)n2)cc(OC)c1OC (stereo not drawn)	110	112	102	97	88	103	111	110	92
CCCC(O)CNCc1ccnc2ccc(OC)cc12 (stereo not drawn)	100	115	126	103	107	104	102	107	97
N#CCCNC(=O)c1ccccc1	113	110	102	107	91	107	100	114	113
CN(C)C=NCCc1ccccc1	107	95	109	104	87	107	99	103	103
CSc1nc(/N=C/c2ccccc2)c2c(-c3ccccc3)c(-c3ccccc3)oc2n1	108	106	118	101	86	104	103	132	101
CCCCCCCCCC(=O)OCCCC(CCC(CCC1CCCO1)OC(=O)CCCCCCCCC)OC(=O)CCCCCCCCC (stereo not drawn)	105	89	100	99	73	100	80	92	97
CCOC(=O)C1=C(C)Nc2nc3ccccc3n2C1c1cccs1 (stereo not drawn)	101	103	100	97	93	94	90	106	102
O=[N+]([O-])c1ccc(OCCCCCCOc2ccc([N+](=O)[O-])cc2)cc1	103	77	98	98	78	94	93	99	101
COc1ccc([C@H]2c3cc(OC)c(OC)cc3C=C(C=O)C2CO)cc1OC (stereo partly drawn)	70	19	98	43	32	71	24	45	81

Pulled by structure from above, 5 records:
SMILES	NCI-H460	HT29	NCI-H322M	HCT-15	NCI-H522	NCI/ADR-RES	HCT-116	COLO 205	NCI-H226
CCn1c(Sc2nnc(NC(=O)CN3CCCC3)s2)nc2c1c(=O)n(C)c(=O)n2C	108	112	103	104	94	111	110	/	115
CN(C)C=NCCc1ccccc1	107	95	109	104	87	107	99	103	103
Nc1ccc(-n2c(=O)oc3ccc(Cl)cc3c2=O)c(Cl)c1	2.3*	3.9*	-2.5*	1.2*	-20*	-1.9*	-4.7*	-27*	/
Cc1cc(C)n(C(=O)c2sc(=S)n(-c3ccccc3)c2NCc2cn(-c3ccc(Cl)cc3)nn2)n1	103	104	99	101	94	101	96	109	88
COc1cc(C2CC(c3ccc(Oc4ccc(Br)cc4)cc3)=NN2c2nc(-c3ccc(Cl)cc3)c(C#N)c(N3CCOCC3)n2)cc(OC)c1OC (stereo not drawn)	110	112	102	97	88	103	111	110	92

Next section:
SMILES	NCI-H460	HT29	NCI-H322M	HCT-15	NCI-H522	NCI/ADR-RES	HCT-116	COLO 205	NCI-H226
Cc1cc(C)c(-c2c(C)cc(C)cc2CBr)c(CBr)c1	77	86	102	81	66	72	49	79	100
CC(C)Nc1ncnc2c1cnn2C	104	109	93	90	/	110	102	94	98
COc1c2c(cc3c1C(C)=NC(C)C3)OCO2 (stereo not drawn)	104	101	110	104	99	107	105	99	102
Cc1ccc2[nH]c(=O)c(C3C4=C(CC(C)(C)CC4=O)Nc4nc(N)nc(N)c43)cc2c1 (stereo not drawn)	99	79	97	106	66	103	103	107	87
C#CCOc1ccc(C2=NN(C3CC3)C3N=C(Cl)c4ncn(C5CC5)c4N23)cc1OCC#C (stereo not drawn)	89	86	105	90	67	86	77	90	85
O=C1Nc2nc(=O)nc3[nH]c(=O)nc(n23)N1	106	106	98	/	/	106	110	109	100
O=C(Nc1ccc(Cl)cc1C(=O)c1ccccn1)c1ccccc1	105	99	108	98	93	104	101	105	98
C/C(=N/NC(=S)NC1CCCCC1)c1sc(Nc2cccc(Cl)c2)nc1C	96	99	93	80	88	83	88	109	97
CS(=O)(=O)Nc1ccc(-n2cnc3cc(-c4ccc(O)cc4)ccc32)cc1	102	111	96	95	79	101	100	129	104
Nc1nc(=S)[nH]c(-c2ccc(Cl)cc2Cl)c1-c1ncn[nH]1	108	102	102	102	89	106	98	104	110
CS(=O)(=O)c1ccc(-n2nc(-c3ccc(-c4ccccc4)cc3)c3ccccc3c2=O)cc1	102	105	115	94	98	/	93	100	103
CCOC(=O)C(Cc1c[nH]c2cc(N)ccc12)(NC(C)=O)C(=O)OCC	113	90	109	97	103	104	99	119	103
CN1CCN(c2ccc(Nc3ncc(Cl)c(NC[C@@H]4CCCO4)n3)cc2)CC1	13	16	36	24	26	31	4.7*	/	9.0*
NC(N)=Nc1nc2n[nH]c(N)c2c2nc3ccccc3n12	98	106	105	104	91	102	105	109	98
O=C(O)CCC(=O)N1CCOCC1	110	85	100	109	74	101	101	98	105
CC(=O)c1cc(N2CCCC2)ccc1NC(=O)c1cccc(OC(F)(F)F)c1	95	89	88	91	79	95	73	119	90
CC1CCC2(CC1)SCC(=O)N2NC(=O)C1CC1 (stereo not drawn)	113	105	91	100	103	103	100	114	105
COC(=O)[C@]12C[C@@H]3CCN4C(=O)C(=O)N5[C@@H]([C@H](S1)c1ccccc1[C@@]5(C)O)[C@]342	106	97	96	99	101	103	101	108	96
COc1cc2oc(-c3cccc(NC(=O)[C@H](C)N)c3)cc(=O)c2c(OC)c1OC	101	101	100	97	94	98	108	117	106
O=[N+]([O-])c1cnc2ccccc2c1NCc1ccc(O)cc1	52	107	100	68	91	97	103	113	96
CC(=O)CCn1[nH]c(=O)c2ccccc2c1=O	108	105	106	105	98	107	107	107	110
O=C(Cn1cc(CN2CCN(c3ccnc4cc(Cl)ccc34)CC2)nn1)Nc1ccc(F)cc1	107	89	94	95	63	102	91	111	91
Nc1cc(=O)nc2cn[nH]n12	104	108	105	98	108	110	102	102	110
Cc1oc(-c2ccc(Cl)cc2)nc1C1=NN(C(=O)c2ccncc2)C(c2ccccc2)C1 (stereo not drawn)	99	97	94	91	87	94	94	108	85
COc1cc(/C=C2/N=C(c3cnccn3)N(c3cccc4cccnc34)C2=O)ccc1O	99	103	102	89	110	95	94	106	86
Nc1nc(/C=C(/O)c2ccccc2)c2ncn(C3OC(CO)C(O)C3O)c2n1 (stereo not drawn)	98	95	91	102	90	109	97	97	89
O=C(/C=C\c1ccc(NCc2ccc(C(=O)O)cc2)cc1)CCl	/	85	97	72	-78*	100	-15*	79	111
CC1=CC(c2cccs2)N2C=C(C)SC2=N1 (stereo not drawn)	108	100	105	96	87	102	101	106	93
Clc1c(-c2ccccc2)[nH]c2c1CCc1cnoc1-2	110	105	99	108	103	107	109	106	113
CCCCCCOC(=O)CCC1CCCCC1	104	114	109	103	101	113	95	113	98
O=c1ccc(=Nc2ccc(NNc3ccccc3)cc2)c2c(=O)c3c([N+](=O)[O-])ccc(O)c3c(=O)c1=2	110	98	90	98	/	88	102	98	98
CS(=O)(=O)Nc1cc(-c2cc3ncc(C#N)c(Nc4ccc(Oc5ccccc5)c(Cl)c4)c3s2)cnc1Cl	22	58	27	37	32	72	45	67	64
C1COC2OCCOC2O1 (stereo not drawn)	97	109	117	102	111	97	108	102	/
CC1CN=C(COc2ccccc2Cc2ccccc2)N1 (stereo not drawn)	102	98	106	97	97	110	97	98	84
O=C(/C=C/c1ccccn1)c1ccccc1	26	-67*	89	-8.2*	-76*	35	-91*	32	86
COc1cccc(C2(C)Nc3ccccc3-c3nc4ccccc4n32)c1 (stereo not drawn)	101	113	92	105	103	97	106	109	102
CCOC(=O)Cc1ccc(OC)cc1	107	102	109	105	94	107	100	105	109
NNc1ncnc2cccc(Cl)c12	113	95	101	98	85	102	98	104	93
COc1cccc(-c2cc(-c3ccccc3)c(C#N)c(=O)[nH]2)c1	104	114	102	90	93	103	98	110	87
COc1ccc(C(=O)NC(=O)Nc2cc3c(cc2F)/C(=C/c2[nH]c(C)c(CCC(=O)O)c2C)C(=O)N3)c(F)c1	29	/	64	28	49	84	37	67	53

Taken from above:
`COc1cc(/C=C2/N=C(c3cnccn3)N(c3cccc4cccnc34)C2=O)ccc1O` | COLO 205 = 106
`COc1ccc(C(=O)NC(=O)Nc2cc3c(cc2F)/C(=C/c2[nH]c(C)c(CCC(=O)O)c2C)C(=O)N3)c(F)c1` | COLO 205 = 67

(continued)
SMILES	NCI-H460	HT29	NCI-H322M	HCT-15	NCI-H522	NCI/ADR-RES	HCT-116	COLO 205	NCI-H226
N=c1scc(-c2ccccc2)n1CC(=O)N1CCOCC1	105	106	98	99	94	105	99	107	87
CCCCC(O)Cn1ncc(C(=O)OCC)c1NC(=O)Nc1cccc(F)c1 (stereo not drawn)	103	106	103	100	84	98	89	/	/
COc1ccc(-c2nc(Cl)c3c(C)nn(-c4ccc(F)cc4)c3n2)cc1	108	98	105	110	97	112	96	110	103
O=C(O)C1=NN(c2ccc(S(=O)(=O)O)cc2)C(=O)C1	108	104	110	98	99	109	100	109	102
N#Cc1c(N)cc(=O)n(-c2nc3ccccc3nc2Cl)c1O	112	112	106	101	106	107	96	108	103
O=[N+]([O-])c1ccc(Cl)cc1Cl	111	114	107	103	100	104	108	113	103
c1cc2c(c3c1CCCC3)CCCC2	105	101	98	91	91	110	94	115	100
CC(=O)Nc1ccc(C)c(Nc2cc(-c3ccc(-n4cccn4)cc3)[nH]n2)c1	28	28	84	41	14	88	19	67	58
O=C1/C(=C\c2cn(-c3ccccc3)nc2-c2ccc(Cl)cc2)CCc2ccccc21	103	100	97	99	84	102	97	109	92
CCC(O)C(C)C=O (stereo not drawn)	105	112	108	97	107	101	104	113	95
Cc1ccc([C@@H]2C[C@H](O)Cc3ccccc3N2)s1	101	117	110	94	117	104	116	99	124
O=c1cc[nH]c2c(Cl)c3nnn(OCc4ccc([N+](=O)[O-])cc4)c3cc12	98	124	108	121	/	107	101	107	111
CCOC(=O)c1ccc(NC2CCC(=O)N2)cc1 (stereo not drawn)	101	104	98	91	90	107	99	103	99
COc1ccc(/C=C(\C(=O)NCc2cccnc2)S(=O)(=O)c2ccccc2)cc1OC	15	9.9*	41	28	-4.2*	83	15	30	75
COc1cccc(Cn2cc(C(=O)Nc3cccnc3Nc3ccc(OC)cc3OC)nn2)c1	107	111	105	97	101	88	101	109	98
CCOC(=O)Nc1cccc(C(F)(F)F)c1	115	/	105	105	104	103	108	120	123
CCCCNC(=O)Nc1sc2c(c1C(=O)OCC)CCCC2	99	97	107	92	94	93	97	/	/
CC[N+](C)(CC)CC[N+]1(C)CCCCCCC1	108	104	101	102	98	98	107	114	101
CN1CCN(c2ccc3nc(-c4c5cccccc-5[nH]c4=O)[nH]c3c2)CC1	68	68	79	80	95	104	91	80	63
NNC(=O)CC(=O)Nc1cccc(Cl)c1	87	90	101	100	83	100	107	104	92
O=c1c2c3c(sc2n2c(SCc4ccccc4)nnc2n1Cc1ccccc1)CCCC3	107	100	98	88	100	96	98	119	88
CN(C)N=Nc1nn(C(=O)Nc2ccc(Cc3ccccc3)cc2)c2ccc(Cl)cc12	104	94	99	95	79	96	93	/	104
Cc1ccc(NC(=O)c2cc3ccccc3cc2O)c(C)c1	80	104	94	77	-1.6*	83	76	79	87
CNC(=O)Nc1ccc(Nc2cc(-c3ccc(-n4cccn4)cc3)[nH]n2)c(C)c1	97	120	101	103	96	100	107	124	104
CC(C)(C)Nc1c(-c2c(O)c3ccccc3oc2=O)nc2ccc(Cl)cn12	101	102	103	105	97	101	106	111	97
CCOC(=O)N1CCc2c(sc3ncnc(OCc4cn([C@@H]5OC(COC(C)=O)[C@H](OC(C)=O)[C@H](OC(C)=O)C5OC(C)=O)nn4)c23)C1 (stereo partly drawn)	110	103	104	113	95	109	100	/	95
Cc1cc(C2=NNC(=O)Cc3cc4c(cc32)OCCO4)cc(C)c1N	18	8.0*	45	32	-20*	-4.6*	20	10.0*	75
Cn1c2c(Cl)c(Cl)ccc2c2cc(N)[nH]c(=O)c21	82	93	103	97	92	75	83	92	59
c1ccc(Nc2csc(-c3ccccn3)n2)cc1	106	105	104	106	95	109	104	115	93

Of the compounds above, these contain bromine.
SMILES	NCI-H460	HT29	NCI-H322M	HCT-15	NCI-H522	NCI/ADR-RES	HCT-116	COLO 205	NCI-H226
COc1cc(C2CC(c3ccc(Oc4ccc(Br)cc4)cc3)=NN2c2nc(-c3ccc(Cl)cc3)c(C#N)c(N3CCOCC3)n2)cc(OC)c1OC (stereo not drawn)	110	112	102	97	88	103	111	110	92
Cc1cc(C)c(-c2c(C)cc(C)cc2CBr)c(CBr)c1	77	86	102	81	66	72	49	79	100

Bioassay records deposited in PubChem BioAssay by NCI.
